V1R ag counter: V1a receptor agonism, counter-screen for OXTR agonists | P37288 | CHO-V1R cells, Fluo-8 calcium fluorescence, agonist mode; 0% DMSO, 100% 3 nM vasopressin | activation, % at 3 µM | actives 0.25% (n = 320,000);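 active = activation above the mean activation of all tested compounds plus 3 SD, per screening run, cut at about 20% in these data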;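 also: signal is peak over basal fluorescence ratio across a 100 second FLIPR read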
CHO-K1 Ca antag: counter-screen for M1 antagonists: effect in parental CHO-K1 cells. ATP-induced calcium, Fluo-8 fluorescence. inhibition, % at 3 µM. AID 602250. actives 0.6% (n = 360,000);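 active = inhibition above a per-plate cutoff, the plate's mean sample inhibition plus 3 SD, cut at about 24% in these data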;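 also: 0% = DMSO plus EC80 ATP and 100% = DMSO alone without ATP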
OXTR potentiate: potentiates the human oxytocin receptor response. P30559. CHO-OTR cells, Fluo-8 calcium fluorescence, potentiator mode; 0% = oxytocin EC15, 100% = EC100. activation, % at 3 µM. actives 0.061% (n = 320,000);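 active = activation above that plate's cutoff, the mean activation of tested compounds plus 3 SD, cut at about 6.6% in these data, passing the limit was not always enough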;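 also: 100% uses oxytocin at 75 nM as the full agonist control; some results filed as inactive read as strong as hits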
Target sequence (P30559 whole entry, looked up): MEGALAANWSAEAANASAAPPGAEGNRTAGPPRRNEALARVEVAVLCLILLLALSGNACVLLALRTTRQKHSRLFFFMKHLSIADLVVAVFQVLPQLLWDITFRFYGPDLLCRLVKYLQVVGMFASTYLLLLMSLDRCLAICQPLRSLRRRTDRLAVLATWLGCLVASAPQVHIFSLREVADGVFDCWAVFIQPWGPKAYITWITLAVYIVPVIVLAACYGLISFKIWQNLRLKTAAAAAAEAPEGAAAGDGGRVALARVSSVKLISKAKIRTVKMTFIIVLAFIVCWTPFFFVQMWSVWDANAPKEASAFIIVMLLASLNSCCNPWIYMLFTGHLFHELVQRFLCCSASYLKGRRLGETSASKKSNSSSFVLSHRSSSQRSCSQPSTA
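Material: CHO-OTR cells, human receptor; compound dosing: single dose, 3.0 µM nominal final compound concentration; schedule: 6 min compound pre-incubation at room temperature, 100 s kinetic read; measured by: kinetic Fluo-8 calcium fluorescence; read-out basis: % activation vs EC15 and EC100 oxytocin; controls: EC15 oxytocin alone as 0%, 75 nM oxytocin as 100%; replicates: singlicate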
CHO-K1 Ca PAM: counter-screen for M1 PAMs: effect in parental CHO-K1 cells. ATP EC20, Fluo-8 calcium fluorescence; 0% at ATP EC20, 100% at ATP max. activation, % at 3 µM. actives 0.02% (n = 360,000). AID 602247;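 active = activation above the run cutoff, the mean activation of all test compounds plus 3 SD, cut at about 40% in these data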;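 also: peak over basal fluorescence ratio in a 140 s read after ATP addition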
TAAR1 antag: antagonists of human TAAR1; actives 1.5% (n = 360,000); CHO RD-HGA16 TAAR1, Fluo-8 calcium fluorescence, antagonist; AID 624466; inhibition, % at 3 µM; Q96RJ0;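 active = inhibition above a per-plate cutoff, the mean inhibition of test compounds on that plate plus 3 SD, cut at about 49% in these data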;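 also: 0% = DMSO plus EC80 beta-PEA response and 100% = DMSO alone without agonist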
Target sequence (Q96RJ0 whole entry, looked up): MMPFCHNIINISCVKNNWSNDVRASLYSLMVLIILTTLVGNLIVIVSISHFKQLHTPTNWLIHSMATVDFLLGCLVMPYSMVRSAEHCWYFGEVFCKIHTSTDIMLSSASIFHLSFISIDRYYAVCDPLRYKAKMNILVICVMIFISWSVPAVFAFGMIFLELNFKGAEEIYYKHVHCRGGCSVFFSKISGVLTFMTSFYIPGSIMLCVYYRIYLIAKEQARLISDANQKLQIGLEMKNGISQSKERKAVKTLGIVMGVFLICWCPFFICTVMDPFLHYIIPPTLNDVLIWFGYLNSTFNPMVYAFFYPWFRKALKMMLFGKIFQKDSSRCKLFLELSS
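Material: CHO RD-HGA16 cells bearing hTAAR1; compound dosing: one-point dosing, 3 µM nominal final; schedule: dye loading 75 min at 37 °C, then 30 min room temperature; measured by: calcium fluorescence with Fluo-8; control set: vehicle and agonist controls; replication: n of 1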
M1 ag parental: nonselective activator or artifact in parental CHO-K1 cells | Fluo-8 calcium fluorescence; scaled to maximal ATP response, vehicle zero | activation, % at 3 µM | actives 0.48% (n = 360,000) | AID 602248; in the data active = activation above about 15%;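 also: untransfected CHO-K1 host cells lacking M1 receptor as counterscreen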
CHO parental Ca: counter-screen: ATP calcium response change in parental CHO cells; parental CHO-K1, ATP-induced calcium, Fluo-8 fluorescence; inhibition, % at 5.6 µM; actives 0.63% (n = 330,000);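 active = inhibition above that plate's mean sample inhibition plus 3 SD, cut at about 26% in these data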;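 also: 0% = ATP-challenged DMSO wells and 100% = DMSO wells without ATP; some compounds past the cut are filed as inactive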
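material = parental CHO cells | also added = ATP as calcium-mobilizing challenge | dosing = single point at 5.6 µM | detection = intracellular calcium via Fluo-8 no-wash fluorescent dye | read-out = % inhibition | benchmarks = low control ATP plus DMSO, high control DMSO only | repeats = one well per compound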
OXTR agonist: agonists of human oxytocin receptor. CHO-OTR cells, Fluo-8 calcium fluorescence; normalized: DMSO 0%, oxytocin 100%. activation, % at 3 µM. actives 0.32% (n = 320,000);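 active = activation above the mean of all tested compounds plus 3 SD, cutoff set per screening run, cut at about 20% in these data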;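 also: peak over basal fluorescence ratio from a 100 s FLIPR kinetic read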
GPR7 antagonist: human neuropeptides B/W receptor 1 antagonism | GPR7-expressing cells, fluorescence antagonist assay | inhibition, % at 4.4 µM | actives 1.1% (n = 290,000) | P48145; in the data active = inhibition above about 16%, passing the limit was not always enough;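 also: cells stimulated with the agonist NPW; 0% = agonist with vehicle and 100% = vehicle without agonist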
Target sequence (P48145 whole entry, looked up): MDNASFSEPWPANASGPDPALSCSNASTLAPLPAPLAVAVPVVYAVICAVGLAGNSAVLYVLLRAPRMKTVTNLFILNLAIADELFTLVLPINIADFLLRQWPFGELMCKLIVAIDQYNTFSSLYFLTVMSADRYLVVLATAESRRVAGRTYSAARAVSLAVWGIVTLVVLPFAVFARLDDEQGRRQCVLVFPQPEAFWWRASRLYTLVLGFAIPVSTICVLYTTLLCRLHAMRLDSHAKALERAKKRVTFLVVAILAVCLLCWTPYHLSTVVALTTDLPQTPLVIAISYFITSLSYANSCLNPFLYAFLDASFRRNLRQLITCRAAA
* marks the source's active call; other numbers are inactive results; nt = no result given.

SMILES	V1R ag counter	CHO-K1 Ca antag	OXTR potentiate	CHO-K1 Ca PAM	TAAR1 antag	M1 ag parental	CHO parental Ca	OXTR agonist	GPR7 antagonist
Cn1c(N)c(C(=O)COC(=O)c2nc(Cl)ccc2Cl)c(=O)n(C)c1=O	0.8	-9	-1	-11	-4	1.1	-2	0.5	2
CC(=O)c1ccc(N2CCN(S(=O)(=O)c3c(C(=O)N4CCCCC4)c(C)n(C)c3C)CC2)cc1	0.2	-10	-9	-11	0	-0.4	-9	-0.5	-2
C[C@@H](Nc1nc(-c2ccccc2)nc2c1oc1ccccc12)C(=O)O	-0.4	-10	-4	6	-18	0.9	-1	-0.7	11
COc1ccc(/C=N/N2CCOCC2)cc1COc1ccc(F)cc1	-1.2	-9	-8	23	-22	0.1	-3	-1.8	6
COc1ccc(C=O)cc1CN1CCCN(Cc2ccc(Cl)cc2)S1(=O)=O	0.8	-3	-20	-24	8	2.2	4	-1.1	12
COC(=O)c1ccc(N2NC(=O)/C(=C/c3ccc(-c4ccc(Cl)c(C(=O)O)c4)o3)C2=O)cc1	nt	0	nt	4	-19	-0.2	nt	nt	-6
Cc1cccc(S(=O)(=O)Nc2ccc(-c3nc4ccc(C)cc4s3)cc2)c1	1.1	-3	2	20	-1	-0.7	-24	0.2	-19
CCCCC[n+]1ccn(C2=C([O-])c3ccccc3C(=O)/C2=N\S(=O)(=O)c2ccc(Br)cc2)c1	-0.3	-16	-7	11	-27	0.5	-21	-0.1	-13
Cc1ccc(O)c(-c2cc3ccccc3[nH]2)c1	-0.3	8	-5	-5	-6	-0.1	-13	0.1	-15
CC1CCN(c2ccc3nnc(CCC(=O)NCc4ccco4)n3n2)CC1	4.9	-13	-13	3	-15	-0.1	-7	-3.2	1
Cc1ccc(N(C(C)C(=O)Nc2ccccc2C(=O)N2CCOCC2)S(C)(=O)=O)cc1C (stereo unspecified)	-0.1	8	2	-7	7	-0.3	-22	-0.9	-10
Cc1ccccc1NC(=S)N(CCc1c(C)[nH]c2ccc(F)cc12)Cc1ccncc1	0.2	-8	-14	21	17	0.8	-21	4.6	0
CCOC(=O)c1cc(OC(=O)c2cccc([N+](=O)[O-])c2)n(-c2ccccc2)n1	0.7	-3	-4	9	21	0.4	-16	0.7	-9
Cc1ccc(-n2c(SCC(=O)c3c(N)n(C4CC4)c(=O)[nH]c3=O)nnc2N2CCOCC2)cc1	nt	0	nt	-17	-29	0.5	nt	nt	nt
COc1ccc(C(=O)NCC(c2ccc3c(c2)OCO3)N2CCN(c3ccc(OC)cc3)CC2)cc1 (stereo unspecified)	-1.2	5	-15	20	-21	3.1	-9	-1.6	nt
CC1CCCC(C)N1S(=O)(=O)c1ccc(S(=O)(=O)NCCc2ccncc2)cc1 (stereo unspecified)	1.9	4	-11	-6	4	0.2	-21	3.5	1
Cc1ccc(C)c(NC(=O)CN(C)C(=O)c2cccc(S(=O)(=O)N3CCN(Cc4ccccc4)CC3)c2)c1	6.8	1	-9	1	18	12	-3	5.0	-6
CC[C@H](C)[C@H](NC(N)=O)C(=O)NCCc1ccc(Cl)cc1	0.9	1	1	13	9	-0.1	-9	0.3	6
CC[C@]12c3[nH]c4ccc(Cl)cc4c3CCN1C(=O)[C@@H](CC(=O)NC/C=C(\C)CCC=C(C)C)C[C@@H]2C(=O)N1CCN(C(=O)c2ccco2)CC1	nt	7	nt	5	10	-0.1	-16	nt	nt
COc1ccc(NC(=O)C2(C)CCN2Cc2cccc(OC)c2F)cc1OC (stereo unspecified)	nt	1	nt	6	10	3.0	nt	nt	nt
COc1ccc(/C=C/C(=O)OCC(=O)NC2CCCCC2C)c(OC)c1 (stereo unspecified)	0.1	-23	-4	-11	5	0.2	-13	-2.0	nt
Nc1nc(Sc2ccc(C(F)(F)F)cc2[N+](=O)[O-])n[nH]1	-0.2	14	4	-7	1	0.0	-3	-1.7	-6
CC(C)NC(=O)NC(=O)CSc1nncs1	2.3	0	-6	5	7	-0.2	7	0.8	7
COc1ccccc1N1CCN(C2CCCN(C(=O)CCc3cnccn3)C2)CC1 (stereo unspecified)	1.4	-19	-4	5	-20	0.7	-20	0.0	-9
COc1ccc(NC(=O)Cn2nnc(C(=O)NCCc3ccccc3)c2N)cc1	1.1	3	-3	15	-12	19*	-1	0.3	-11
CCCn1c(OC)nc2c1c(=O)n(C)c(=O)n2C	0.0	6	-2	10	-4	-0.2	-8	-0.1	-9
CCc1ccc(C(=O)CSc2nnc(C)c(=O)[nH]2)cc1	0.5	13	-5	-9	14	0.0	-13	0.6	-4
COc1ccc(-c2cc(=O)oc3cc(OCC(=O)NCCCn4ccnc4)ccc23)cc1	0.1	1	-2	12	20	1.8	-13	0.4	-5
CCC(OC(=O)c1ccco1)C(=O)NCc1ccco1 (stereo unspecified)	1.0	21	-1	-9	-7	0.1	-15	0.4	-9
Cc1nn(Cc2ccccc2)c(C)c1/C=N/NC(=O)c1cccnc1	1.4	-1	-4	10	17	2.0	-6	1.8	-5
CCOC(=O)Cc1cc(=O)c2cc(C)ccc2[nH]1	0.3	-5	0	-5	-22	2.1	-1	0.2	-20
CC(=O)N1c2ccc(S(=O)(=O)N(C)CC(=O)NCc3ccccc3)cc2CC1C (stereo unspecified)	0.9	2	-6	14	-12	0.2	-8	0.2	-3
COC(=O)c1ccccc1C(=O)N1CCOCCN(C(=O)c2ccccc2C(=O)OC)CCOCC1	-0.9	4	4	15	0	0.6	7	-1.1	-2
CCOC(=O)/C(C#N)=C\c1cccnc1	0.3	-4	4	-11	0	0.4	-7	0.5	2
CCN(CC)C(=O)CSc1nc2cccnc2n1-c1ccccc1OC	0.3	-10	-6	18	16	0.4	-17	-2.0	-5
COc1ccc(C2N=C(c3ccccc3)NO2)cc1OC (stereo unspecified)	0.4	-10	-5	-4	-6	-0.1	-10	-0.7	5
CCOC(=O)CSc1cc(CSc2ccccc2)nc(-c2ccccc2)n1	0.3	-10	-15	7	11	1.2	-27	-0.2	-1
Cc1cccc(S(=O)(=O)N2CCC(CO)(Cc3ccccc3)CC2)c1	2.7	10	-17	-10	25	-0.1	29	2.9	15
Cc1noc(C(=O)NCc2ccccc2)c1Cl	0.2	6	-2	-2	-11	0.6	-12	-0.3	-5
Cc1ccc2nc(SCC(=O)N3CCCCCC3)nc(=O)n2c1	2.5	6	-6	-19	-7	0.0	-5	0.2	nt
CCCCN(C)CCC(=O)Nc1ccc2c(c1)CCC2	2.2	-10	-7	21	9	1.0	-3	2.2	-1
COc1ccccc1C(=O)Nc1ccc(C)c(S(=O)(=O)N2CCCCC2)c1	nt	-18	nt	-13	35	1.9	nt	nt	nt
O=C(NC(=S)Nc1ccc(Br)cn1)c1cncc(Br)c1	0.4	-9	8	21	2	1.2	1	0.5	2
O=C(CCCN1C(=O)CCC1=O)Nc1ccc(Cl)c(C(F)(F)F)c1	5.3	-2	-11	7	10	2.4	4	6.5	-4
COc1ccc(NC(=O)CSc2ccc3nnc(CCNC(=O)c4ccccc4)n3n2)cc1OC	0.5	13	-10	8	-3	0.8	7	0.6	-4
O=C(CC1CCOCC1)Nc1ccc(Cl)c(Cl)c1	2.4	-7	-5	15	12	4.3	3	0.4	-3
Cc1ccc(NC(=O)c2cc(-c3ccccc3)nn2-c2ccccc2)cc1	2.1	3	-9	3	0	-0.1	2	0.3	0
CC(=O)NCCc1nc2ccccc2[nH]1	0.4	3	-3	11	-28	0.7	-3	1.7	-11
CCN1CC(CN(C)Cc2nc(Cc3ccccc3)no2)CC1=O (stereo unspecified)	0.6	-5	-6	9	-6	-0.1	17	0.2	-16
CC1(C)Cc2cccc(OCC(=O)Nc3ccccc3N3CCOCC3)c2O1	-1.9	7	-6	3	8	0.3	-26	-2.1	-10
(more compounds)
SMILES	V1R ag counter	CHO-K1 Ca antag	OXTR potentiate	CHO-K1 Ca PAM	TAAR1 antag	M1 ag parental	CHO parental Ca	OXTR agonist	GPR7 antagonist
CC/C(Cc1ccccc1)=N/NC(=O)CNC(=O)c1ccc(Cl)cc1Cl	nt	13	nt	-30	-34	-0.7	nt	nt	0
C#CCOc1ccc2c(C)cc(=O)oc2c1	3.3	-12	-1	22	-28	-0.3	-13	-0.2	-4
COc1cc2c(cc1OC)CN(C(=O)CCCOc1ccc(Cl)cc1Cl)CC2	1.1	14	1	-5	16	2.6	-28	1.4	-15
O=C(Nc1nccs1)C1CC=CCC1 (stereo unspecified)	-0.6	4	-3	9	-9	-0.2	3	-0.6	2
Cc1nc(NC(=S)NC(=O)c2cccs2)sc1C(=O)N(C)C	-0.4	-9	1	5	0	0.1	3	0.4	-10
O=c1cc(-c2ccc(O)c(O)c2)oc2ccc3ccccc3c12	nt	-2	nt	7	39	0.3	nt	nt	nt
O=C(CCCCCNC(=O)N1CCn2c1nc1ccccc12)NCc1ccc(Cl)cc1	8.5	-24	-3	20	-17	3.3	-29	-0.2	3
Cc1cc2nn(-c3ccc(F)cc3)nc2cc1N	-1.2	4	-11	5	-14	-1.1	-1	1.1	-8
COc1ccc(OCCNC2CCCC2)cc1	0.8	2	-4	19	-4	0.2	4	1.0	-9
O=C(c1cc(-c2ccc(Cl)cc2)on1)N1CCCC1	-0.6	-23	-9	-1	-12	-0.1	-7	-1.0	1

2 of these compounds, set out differently:
Results follow in this order: V1R ag counter	CHO-K1 Ca antag	OXTR potentiate	CHO-K1 Ca PAM	TAAR1 antag	M1 ag parental	CHO parental Ca	OXTR agonist	GPR7 antagonist
Cc1nc(NC(=S)NC(=O)c2cccs2)sc1C(=O)N(C)C
 : -0.4	-9	1	5	0	0.1	3	0.4	-10
O=c1cc(-c2ccc(O)c(O)c2)oc2ccc3ccccc3c12
 : nt	-2	nt	7	39	0.3	nt	nt	nt

More structures:
SMILES	V1R ag counter	CHO-K1 Ca antag	OXTR potentiate	CHO-K1 Ca PAM	TAAR1 antag	M1 ag parental	CHO parental Ca	OXTR agonist	GPR7 antagonist
CC(C)(C)C(=O)Nc1ccc(N2CCN(S(C)(=O)=O)CC2)cc1	0.3	-1	1	6	14	0.0	-5	0.6	-2
Cc1cc(NC(=O)C(C)SCC(=O)OCC(=O)N(C)c2ccccc2)no1 (stereo unspecified)	-1.1	-12	-9	11	1	2.2	5	-1.4	nt
CC(C)NS(=O)(=O)c1ccc(CCC(=O)Nc2cc(Cl)ccc2Oc2ccccc2)cc1	2.1	2	-17	14	nt	4.2	44*	1.6	5
CCOC(=O)c1cc(S(=O)(=O)N2CCOCC2)cn1C	1.7	-19	-9	13	-11	1.3	-1	0.1	-3
c1ccc2c(c1)CCN(c1nc3ccccc3n3cnnc13)C2	-0.7	20	-10	1	13	0.9	-15	-0.5	-6
Cc1cccc(C(=O)OCC(=O)Nc2c(C)nn(-c3ccccc3)c2C)c1O	1.6	1	-9	-4	27	6.0	-4	-0.3	nt
CCN1CCN(c2ccc(S(=O)(=O)N3CCOCC3)cc2NC(=O)c2ccc(Cl)cc2Cl)CC1	0.0	5	-3	26	-10	3.0	-12	1.1	nt

Screening results (PubChem)
